mouse EphA4 binding: inhibitors of EphA4 binding to KYL peptide, primary screen, biochemical, colorimetric, mouse EphA4 (AID 689); 62,000 compounds, 0.1% hits; inhibition, % at 10 µM; hits with a dose series show IC50 in µM; EphA4-AP binding to KYL peptide, pNPP A405; higher % means a stronger effect; in the data active = a potency from the dose series; inactive = the rest, 99 in 100 with inhibition below about 22%
Numbers without * were called inactive; & = joins results of further samples. Some of the compounds tested; the hit share may differ from the screen's.

SMILES | mouse EphA4 binding
CCCC1(c2ccccc2)NC(=O)N(CC(=O)c2[nH]c(C)c(C(=O)OCC)c2C)C1=O (stereo not drawn) | 20%
COC(=O)c1c(C(F)(F)F)cc(-c2ccccc2)nc1C | 9%
CC(C)C(=O)Nc1nnc(CCN2CCCCC2)s1 | 2%
Cc1ccc(S(=O)(=O)NC(=O)NCc2ccccn2)cc1 | -18%
O=C(c1cccc(Cl)c1Cl)N1CCN(c2ccc([N+](=O)[O-])cc2)CC1 | -2%
CCCCCC(=O)Nc1nc(C)c(-c2csc(Nc3ccccc3OCC)n2)s1 | 4%
Cc1cc(Cl)ccc1NC(=O)CSc1nnc(-c2ccncc2)n1Cc1ccco1 | -25%
O=C(COC(=O)c1ccccn1)Nc1nccs1 | -8%
O=c1cc(O)c2c(=O)[nH]c(=O)n(-c3ccccc3)c2[nH]1 | -14%
COc1ccc(C(=O)Nc2ccc(OCC(F)(F)C(F)F)c(C(F)(F)F)c2)cc1OC | -17%
Cc1c(C(=O)NC(C)C)oc2c1-c1[nH]ncc1CC2 | -6%
O=C1CC(=O)N(CCc2ccc(F)cc2)C(=O)N1 | -2%
C/C(Cl)=C\CNC(C)c1ccccc1 (stereo not drawn) | -27%
O=C(NN1C(=O)/C(=C/c2cccnc2)SC1=S)C(c1ccccc1)c1ccccc1 | -6%
Cc1ccccc1CN1C(=O)C(O)(CC(=O)c2ccncc2)c2ccccc21 (stereo not drawn) | -4%
c1ccc(N(c2ccccc2)c2nc(N3CCCC3)nc(-n3ccnc3)n2)cc1 | -8%
COc1cccc(NC(=O)NCCCN2CCN(c3ccc(F)cc3)CC2)c1 | -7%
CCCc1nc(SCC(=O)Nc2nc3c(s2)CCCC3)c2ccccc2n1 | -6%
CCOc1c2ccc(C(=O)NCc3ccc(OC)cc3)cc2nn1CCOC | -2%
c1ccc(C2=NCCCN2)cc1 | -7%

Brought forward from above: 3 entries; new compounds follow.
SMILES | mouse EphA4 binding
CCCc1nc(SCC(=O)Nc2nc3c(s2)CCCC3)c2ccccc2n1 | -6%
CCOc1c2ccc(C(=O)NCc3ccc(OC)cc3)cc2nn1CCOC | -2%
c1ccc(C2=NCCCN2)cc1 | -7%
Cc1cccc(NC(=O)c2cc(N3C(=O)CCC3=O)ccc2Cl)n1 | -5%
COc1ccc(NC(=O)c2c(SC)nsc2SC)cc1 | -11%
Cc1sc2nc(SCC(=O)NCc3ccco3)n(C)c(=O)c2c1C | -15%
CCOC(=O)N1CCN(C(=O)C(=O)Nc2ccc3nc4n(c(=O)c3c2)CCCCC4)CC1 | -12%
O=C(OCc1ccccc1)c1cccc(-c2nnc(-c3ccccc3)o2)c1 | -2%
COC(=O)c1nn(-c2ccccc2)ccc1=O | -7%
CCOc1cc(C(=O)NCc2ccc(-c3nc4ccccc4o3)cc2)cc(OCC)c1OCC | -6%
O=C(Nc1ncc2c(n1)CC(c1ccco1)CC2=O)c1ccc(Cl)cc1 (stereo not drawn) | -3%
O=C(c1ccco1)N1CCCSC1=Nc1ccccc1 | -6%
Cc1cc(NC(=O)CSc2ccc(-c3nc4cc(C)c(C)cc4[nH]3)cn2)no1 | 10%
C=CCOC(=O)C1=C(C)NC(SC)=C(C#N)C1c1ccc(OCC)cc1 (stereo not drawn) | -2%
O=[N+]([O-])c1cccc(/C=N/n2c(COc3ccccc3)n[nH]c2=S)c1 | -4%
COc1ccc2[nH]c(=O)c(CN(CCCN3CCOCC3)C(=O)NCc3ccccc3)cc2c1 | -2%
CC1=NN(C(=O)c2c(Br)cnn2C)C(O)(C(F)(F)F)C1 (stereo not drawn) | -3%
COc1cc(OC)cc(C(=O)NC(=S)Nc2cccnc2)c1 | 6%
O=C(COC(=O)c1ccc(S(=O)(=O)N2CCCC2)cc1)NCc1ccccc1 | 10%
CC(C)SCCCOc1ccc(C(C)(C)C)cc1 | -2%
O=C1CCCC(O)=C1C1C2=C(CCCC2=O)Oc2ccccc21 (stereo not drawn) | -7%
c1ccc(NCc2nnc3n2CCCCC3)cc1 | -4%
Cc1onc(-c2c(Cl)cccc2Cl)c1C(=O)Nc1ccc2c(c1)OCO2 | 32%
O=C(Nc1nnc(-c2ccc3c(c2)OCCO3)o1)c1ccc(Cc2ccccc2)cc1 | -2%
CC(C)c1nnc(NC(=O)C2CCN(c3nc4ccccc4s3)CC2)s1 | 4%
CCCOc1ccc(CCN2CCC(=O)NC2=O)cc1C | -6%
COC(=O)CN(C#N)c1nc(OC)nc(N(C)C)n1 | -17%
C/C(=N\NC(=O)C(NC(=O)c1ccccc1)C(C)C)c1ccccc1 (stereo not drawn) | -1%
Cc1ccc(-c2nn(C)c(=O)c3ccccc23)cc1CNC(=O)CSc1nc2ccccc2o1 | -15%
Oc1ccccc1/C=N/n1c(-c2cccs2)n[nH]c1=S | -6%
O=C(CN(Cc1ccccc1)S(=O)(=O)c1ccccc1)N/N=C/c1ccc2c(c1)OCO2 | -5%
COc1ccc(C(=O)C(C)N(C(=O)c2ccc(Cl)cc2Cl)N2C(=O)C3C4C=CC(C4)C3C2=O)cc1 (stereo not drawn) | -9%
COc1ccc(NC(=O)C2CCN(C(=O)NCc3ccccc3)CC2)cc1 | -10%
Cc1cccc(C)c1N1CC(=O)N(c2c(C)cccc2C)CC1=O | -10%
Cc1cc(C)nc(Nc2n[nH]c(-c3cccc4ccccc34)n2)n1 | -7%
N#CC1(C#N)COC23CCCCC2C1(C#N)C(=N)O3 (stereo not drawn) | -2%
Cc1cccc(NC(=O)C2(c3ccc([N+](=O)[O-])cc3)CCCC2)c1 | -19%
CC1CCCCN1C(=O)Cn1c(=O)n(CCC(=O)NCc2ccco2)c(=O)c2sccc21 (stereo not drawn) | 3%
Cc1cc(OCCOc2cccc3cccnc23)c(C)cc1Cl | 0%
O=C(CN(C1CC1)S(=O)(=O)c1ccc(S(=O)(=O)N2CCCCCC2)cc1)Nc1ccccc1 | -1%
COC(=O)c1ccc(NC(=O)N2CCC(O)(c3cccnc3)CC2)cc1 | 17%
O=C(OC(C(=O)NCC1CCCO1)c1ccccc1F)c1ccco1 (stereo not drawn) | 6%
O=C(O)CCN(CCC(=O)O)S(=O)(=O)c1ccccc1 | -12%

Remaining list, next part.
| mol | mouse EphA4 binding |
| --- | --- |
| COCc1cc(Sc2c(Cl)cccc2Cl)nc(-c2ccccc2)n1 | 1% |
| CCCCOCCCNC(=O)c1ccc(OCC)cc1 | 2% |
| Cc1ccc(NC(=O)c2ccccc2C(=O)O)c([N+](=O)[O-])c1 | -9% |
| CC(=O)N(C)C1=C(O)c2ccccc2C(=O)C1=O | -6% |
| O=C(NC1CCCCC1)C1CCN(S(=O)(=O)c2cccc3cccnc23)CC1 | -5% |
| O=C(Nc1ccc(NC(=O)c2ccc(Cl)cc2Cl)cc1)c1ccccc1O | 1% |
| CC1(NC(=O)COc2ccccc2-c2ccccc2)CCS(=O)(=O)C1 (stereo not drawn) | -7% |
| CN(C)/C=N/c1c(C#N)cnn1-c1ccccc1 | 6% |
| CCOC(=O)N1CCN(C(=O)c2ccc3c(=O)n(Cc4ccccc4)c(=S)[nH]c3c2)CC1 | 4% |
| CCc1c(C)nc2c(C#N)c(C)[nH]n2c1=O | 1% |
| CCc1c(C)nc2ncnn2c1N1CCC(C(=O)N2CCN(c3ccc(F)cc3)CC2)CC1 | -9% |
| Nc1c(S(=O)(=O)c2ccccc2)c2nc3ccccc3nc2n1Cc1ccco1 | 11% |
| COC(=O)c1ccc(NC(=O)Nc2ccc(F)cc2)cc1 | -3% |
| COc1ccc2oc(=O)c(C(=O)Nc3cc(Cl)ccc3OC)cc2c1 | 5% |
| O=S(=O)(Nc1ccc(Cc2ccncc2)cc1)c1cccs1 | -9% |
| CCOC(=O)c1sc2nc(CC(=O)OC)nc(NCc3ccc(F)cc3)c2c1C | -14% |
| Cc1nnc(N2CCOCC2)c2ccccc12 | 0% |
| COc1ccc(-c2nnc3ccc(SCC(N)=O)nn23)cc1OC | -3% |
| O=S(=O)(Nc1nc2ccccc2nc1Nc1ccc2c(c1)OCCO2)c1cccs1 | 4% |
| Cc1nn(Cc2ccc(Cl)cc2Cl)c(C)c1NC(=O)c1nn(C)cc1Cl | -14% |
| CCOc1ccc(C(=O)Nc2ccc(C(C)=O)cc2)cc1OCC | 11% |
| Cc1ccc(CS(=O)(=O)CCC(=O)NCc2ccccn2)cc1 | -6% |
| COc1ccccc1N1CCN(C(=O)CC2NC3CCCCC3NC2=O)CC1 (stereo not drawn) | -10% |
| CC(C)(C)n1nnnc1C(c1ccncc1)N1CCCCCC1 (stereo not drawn) | -13% |
| Cn1nnnc1SCc1nc2ccccc2s1 | -7% |
| Cc1nnc(-c2cnn(-c3ccccc3)c2N)n1Cc1ccc(F)cc1 | -6% |
| O=C(O)CCc1ccc(S(=O)(=O)NCCc2ccccc2)cc1 | -5% |
| Cc1cc(C)cc(NC(=O)c2ccc(CSc3nnnn3C)cc2)c1 | -9% |
| O=C(CCSc1ccc(Cl)c(Cl)c1)NC12CC3CC(CC(C3)C1)C2 | 22% |
| Cc1nnc(SCC(=O)N(C)Cc2ccccc2)[nH]c1=O | -2% |
| COC(=O)C1=C(NC(=O)c2ccc(C)cc2)CCS1 | -7% |
| O=C(CCN1CCc2ccccc2CC1)c1ccc2c(c1)OCCO2 | 16% |
| O=[N+]([O-])c1cc(S(=O)(=O)N2CCN(c3ccccc3)CC2)ccc1Cl | 8% |
| O=C(CSc1nc2ccccc2[nH]1)NCc1ccco1 | 2% |
| CCC(=NC1CC(C)(C)NC(C)(C)C1)C1=C(O)CC(C)(C)CC1=O | -7% |
| Cc1nc(NC(=O)/C=C/c2ccccc2)sc1C(=O)Nc1ccc(Cl)cc1 | 12% |
| O=C(/C(=C/O)N=Nc1ccc(Cl)cc1)c1ccncc1 | -11% |
| CCOC(=O)C1=C(N)n2c(s/c(=C/c3ccccc3)c2=O)=C(C(=O)OCC)C1c1ccccc1 (stereo not drawn) | 17% |
| CCn1cc([N+](=O)[O-])c(C(=O)Nc2nc(-c3ccc(C)c(C)c3)c(C)s2)n1 | -8% |
| COc1cc(C2=NOC(C(=O)Nc3ccc(C(C)=O)cc3)C2)cc(OC)c1OC (stereo not drawn) | -23% |
| Cc1ccc(NC(=O)CN(C)S(=O)(=O)c2cccs2)cc1F | -8% |
| CC(=O)Nc1ccc(S(=O)(=O)Nc2c(C)n(C)n(-c3ccccc3)c2=O)cc1 | -10% |
| Clc1ccccc1Cn1nnc2c(N3CCOCC3)nc(C3CC3)nc21 | -19% |
| Cc1ccc(-c2nnc(NC(=O)Nc3ccccc3)s2)cc1C | -4% |
| O=S(=O)(c1cccc(C(F)(F)F)c1)N1CCC(c2cc(-c3cccc4ccccc34)n[nH]2)CC1 | -10% |
| COc1ccc(Br)cc1C(=O)Nc1ccc(C(C)=O)cc1 | 4% |
| COc1ccc(S(=O)(=O)N(CCc2ccccc2)CC(=O)Nc2ccc(Br)cc2)cc1OC | 0% |
| NC(=O)CNC(=O)[C@@H]1CC2(CC(c3cccc([N+](=O)[O-])c3)=NO2)CN1C(=O)c1ccccc1 (stereo partly drawn) | 8% |
| Cc1cc2ncn(C(=O)N3CCCCC3)c2cc1C | 3% |
| Cc1cccc(C)c1NS(=O)(=O)c1c(C)[nH]c(=O)[nH]c1=O | -13% |
| Cc1ccccc1OCC(=O)Nc1ccccc1N1CCCCC1 | 6% |
| Oc1c(CN2CCCCC2)cc(COCc2ccccc2)c2cccnc12 | 4% |
| O=S(=O)(c1ccc(Cl)c(F)c1)N1CCC(c2nc(-c3ccncc3)no2)CC1 | -7% |
| O=C(CN1CCCCC1)Nc1ccccc1 | -21% |
| CCC(C)NC(=O)c1ccccc1NC(=O)Nc1ccccc1 (stereo not drawn) | 0% |
| Cc1ccc(C(CC(N)=O)c2ccco2)cc1 (stereo not drawn) | -19% |
| N/C(=N\OC(=O)Nc1ccc(Cl)c(Cl)c1)c1ncc(C(F)(F)F)cc1Cl | -5% |
| O=C(CCOc1ccccc1)N1CCN(S(=O)(=O)c2cccs2)CC1 | 6% |
| Cc1nnc(-c2cnn(-c3ccccc3)c2N)n1Cc1cccc(C(F)(F)F)c1 | -6% |
| Cc1ccc(C(=O)NCCN(C)C)cc1 | -5% |

Carrying on.
| mol | mouse EphA4 binding |
| --- | --- |
| COCCCN1C(=O)c2[nH]nc(-c3cc(C)cc(C)c3O)c2C1c1ccc(O)c(OC)c1 (stereo not drawn) | -11% |
| CCOC(=O)C1CCCN(CC(=O)NC2CC2)C1 (stereo not drawn) | -5% |
| NS(=O)(=O)c1ccc(CCNC(=O)Nc2ccc(Cl)cc2)cc1 | 10%&-20% |
| O=C(COC(=O)c1ccco1)NC1CCCCC1 | -9% |
| CCCn1nnnc1SCC(=O)N1CCOCC1 | -37% |
| CC(C)c1ccc(CNCc2ccccc2)cc1 | -10% |
| COc1ccc(/C=N/n2cnnc2)cc1Cn1nc(C)c([N+](=O)[O-])c1C | -6% |
| COc1ccc(C(=O)N(Cc2ccccc2)Cc2cc3cc4c(cc3[nH]c2=O)OCCO4)cc1 | -8% |
| N#CC(C(=O)OCc1ccccc1)c1nc2ccccc2nc1N1CCOCC1 (stereo not drawn) | 40% |
| CCC(=O)N(Cc1cc2cc(OC)ccc2[nH]c1=O)c1ccc(C)cc1C | -2% |

Grouped by structure, those above with two or more sulfur atoms (13)
| mol | mouse EphA4 binding |
| --- | --- |
| CCCCCC(=O)Nc1nc(C)c(-c2csc(Nc3ccccc3OCC)n2)s1 | 4% |
| O=C(NN1C(=O)/C(=C/c2cccnc2)SC1=S)C(c1ccccc1)c1ccccc1 | -6% |
| CCCc1nc(SCC(=O)Nc2nc3c(s2)CCCC3)c2ccccc2n1 | -6% |
| COc1ccc(NC(=O)c2c(SC)nsc2SC)cc1 | -11% |
| Cc1sc2nc(SCC(=O)NCc3ccco3)n(C)c(=O)c2c1C | -15% |
| CC(C)c1nnc(NC(=O)C2CCN(c3nc4ccccc4s3)CC2)s1 | 4% |
| Oc1ccccc1/C=N/n1c(-c2cccs2)n[nH]c1=S | -6% |
| O=C(CN(C1CC1)S(=O)(=O)c1ccc(S(=O)(=O)N2CCCCCC2)cc1)Nc1ccccc1 | -1% |
| O=S(=O)(Nc1ccc(Cc2ccncc2)cc1)c1cccs1 | -9% |
| O=S(=O)(Nc1nc2ccccc2nc1Nc1ccc2c(c1)OCCO2)c1cccs1 | 4% |
| Cn1nnnc1SCc1nc2ccccc2s1 | -7% |
| Cc1ccc(NC(=O)CN(C)S(=O)(=O)c2cccs2)cc1F | -8% |
| O=C(CCOc1ccccc1)N1CCN(S(=O)(=O)c2cccs2)CC1 | 6% |
